Screening data from PubChem.
GASC-1 inh: blocks human GASC-1 demethylase activity; Q9H3R0; GST-JMJD2C(1-420) H3K9me3 demethylation, DELFIA europium; inhibition, % at 2.35 µM; hit rate 0.069% among 330,000; AID 2099;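 active = more than half of a compound's replicate wells show inhibition beyond 50%, single wells judged on their own value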;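 note: signal counts dimethyl H3K9 product captured on neutravidin plate; 0% = median of DMSO wells and 100% = 0.3 times that DMSO median; strong numbers were not always called active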
Target sequence (Q9H3R0 1-420 limits assumed): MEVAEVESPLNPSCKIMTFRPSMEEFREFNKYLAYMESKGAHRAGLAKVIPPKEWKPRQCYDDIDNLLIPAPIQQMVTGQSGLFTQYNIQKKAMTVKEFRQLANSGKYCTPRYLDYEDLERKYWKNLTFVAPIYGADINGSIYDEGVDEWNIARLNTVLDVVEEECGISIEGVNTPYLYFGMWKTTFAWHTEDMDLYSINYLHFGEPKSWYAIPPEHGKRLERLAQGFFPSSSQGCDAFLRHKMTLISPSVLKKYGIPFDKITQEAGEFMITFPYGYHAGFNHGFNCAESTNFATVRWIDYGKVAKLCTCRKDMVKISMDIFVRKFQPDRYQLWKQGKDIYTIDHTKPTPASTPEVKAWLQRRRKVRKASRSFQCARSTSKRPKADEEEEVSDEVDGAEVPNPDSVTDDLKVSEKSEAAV
Efflux pump mplx: inhibitors of Candida antifungal efflux pumps expressed in yeast; S. cerevisiae Candida pump triplex, Nile Red efflux; inhibition, % at 10 µM; hit rate 0.44% among 330,000; AID 485275;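 active = plate passing quality check with inhibition over a set limit, or well fluorescence over plate mean plus 4 SD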;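 note: Nile Red retained in pooled yeast measured as flow cytometry median fluorescence; 0% = buffer negative control and 100% = Enniatin B positive control; higher means more Nile Red kept so more efflux inhibition; some compounds called inactive have numbers as strong as hits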
PP1 counter: blocks human PP1-alpha phosphatase, a PP5 counter-screen; hit rate 0.9% among 320,000; inhibition, % at 6.7 µM; P62136; purified PP1alpha, OMFP fluorescence;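 active = inhibition above the mean inhibition of all tested compounds plus 3 SD, computed separately for each screening campaign, cut at about 15% in these data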
PP5 inh: PP5 (human) phosphatase inhibition | inhibition, % at 6.7 µM | hit rate 0.18% among 320,000 | AID 1987 | purified PP5c, OMFP substrate fluorescence | P53041;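 active = inhibition above the campaign's mean inhibition across all tested compounds plus 3 SD, cut at about 9.5% in these data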;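 note: 0% = DMSO only and 100% = 100 µM cantharidin control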
procasp3 activ: procaspase-3 (human) activation | P42574 | recombinant procaspase-3 D3A, Ac-DEVD-pNA absorbance 405 nm | activation, % at 8.5 µM | hit rate 0.11% among 330,000;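 active = activation above the mean of all tested compounds plus 3 SD, cut at about 21% in these data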;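 note: 0% = DMSO alone and 100% = DMSO wells spiked with extra 5 µM PC-3 D3A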
Target sequence (P42574 whole entry D9A/D28A/D175A): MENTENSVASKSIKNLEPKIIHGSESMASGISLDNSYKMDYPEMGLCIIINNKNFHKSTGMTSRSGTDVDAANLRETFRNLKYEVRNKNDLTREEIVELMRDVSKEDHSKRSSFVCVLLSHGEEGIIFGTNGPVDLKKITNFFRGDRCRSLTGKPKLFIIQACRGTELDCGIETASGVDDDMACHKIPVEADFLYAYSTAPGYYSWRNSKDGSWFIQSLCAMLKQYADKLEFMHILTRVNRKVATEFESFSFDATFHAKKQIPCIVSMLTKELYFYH
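Compound: 8.5 µM single point, 0.8% DMSO / Material: Autoprocessing-dead procaspase-3 D3A mutant enzyme / Timing: 1 h preincubation plus 2 h reaction at 25 °C / Medium: Zinc-free HEPES/NaCl buffer with 0.01% Triton X-100 at pH 7.4 / Technique: 405 nm absorbance of p-nitroaniline, reads at 0 and 120 min / Repeats: one well per compound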
HCV core dimer: blocks dimerization of HCV core protein; TR-FRET GST/Flag-core106 dimerization, 1536-well; inhibition, % at 5 µM; hit rate 0.33% among 300,000; AID 1899;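 active = inhibition above the mean of all tested compounds plus 3 SD, set per screening campaign, cut at about 45% in these data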
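Assay system – GST-tagged and Flag-tagged HCV core protein residues 1-106 · Quantity – core106 proteins, GST 13.5 nM and Flag 17 nM · Benchmarks – unlabelled core106 and no-GST-core106 wells · Read-out basis – percent inhibition of core106 dimerization signal · Detection – time-resolved FRET, ex 340 nm, em 617 and 671 nm · Schedule – 4 h at 22.5 °C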
CTSL1 counter: blocks F. hepatica cathepsin L1 in PFM18AAP counter-screen | recombinant F. hepatica cathepsin L1, Z-Leu-Arg-MCA fluorescence | inhibition, % at 5.96 µM | hit rate 0.49% among 300,000 | AID 1906;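 active = inhibition above the mean of all tested compounds plus 3 SD, set per screening campaign, cut at about 17% in these data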;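 note: 0% = plate median of test compound wells and 100% = 1 µM Z-Phe-Ala-diazomethylketone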
procasp7 counter: activates human procaspase-7, counter-screen for procaspase-3 activators. P55210. recombinant procaspase-7, Ac-DEVD-pNA absorbance 405 nm; D23A/D198A/D206A triple mutant, cannot self-cleave; scale: DMSO 0, 5 µM enzyme 100. activation, % at 8.5 µM. hit rate 0.093% among 330,000;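 active = percent activation above the screen-wide mean plus 3 SD, cut at about 25% in these data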
Target sequence (P55210 whole entry D23A/D198A/D206A): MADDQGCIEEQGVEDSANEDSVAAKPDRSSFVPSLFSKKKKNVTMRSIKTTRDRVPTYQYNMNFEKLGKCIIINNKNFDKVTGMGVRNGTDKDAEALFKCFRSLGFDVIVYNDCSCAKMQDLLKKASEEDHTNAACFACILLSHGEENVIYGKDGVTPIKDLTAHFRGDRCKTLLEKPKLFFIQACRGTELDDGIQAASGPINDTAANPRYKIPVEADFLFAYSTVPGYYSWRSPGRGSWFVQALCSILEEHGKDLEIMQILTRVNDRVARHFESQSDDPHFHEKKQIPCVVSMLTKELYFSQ
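Material: Procaspase-7 triple mutant (PC-7 D3A) | Quantity: 2 µM procaspase-7 mutant as dispensed | Reagent: DEVD-pNA substrate | Times: 1 h preincubation, 2 h reaction | Technique: 405 nm absorbance of p-nitroaniline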
TPT1 inhibitor: C. albicans TPT1 enzyme inhibition. recombinant caTPT1, FP RNA substrate dephosphorylation. inhibition, % at 5 µM. hit rate 0.81% among 300,000. AID 1962;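 active = inhibition above the mean of all tested compounds plus 3 SD, set per screening campaign, cut at about 24% in these data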;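 note: plate controls were DMSO alone for no effect and ferristatin control at 100 nM for full effect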
* = called active by the depositor; / = no result given.

SMILES	GASC-1 inh	Efflux pump mplx	PP1 counter	PP5 inh	procasp3 activ	HCV core dimer	CTSL1 counter	procasp7 counter	TPT1 inhibitor
CCOc1ccc(OCC)c(NC(=O)C2CCN(S(=O)(=O)c3ccc4c(c3)CC(C)N4C(C)=O)CC2)c1 (configuration not stated)	-9	-0.2	0	4.5	-6	1	0	5	0
CC(C)n1ncc2c(C(=O)NCC(=O)Nc3ccccc3Br)cc(C3CC3)nc21	-5	0.3	3	6.2	-2	/	/	-1	/
OC(COc1ccc(Cl)cc1Cl)Cn1ccnc1 (configuration not stated)	0	0.3	-2	1.9	3	1	0	-10	-3
O=C1NC(c2ccco2)Nc2sc3c(c21)CCN(Cc1ccccc1)C3 (configuration not stated)	/	0.0	9	3.1	-13	19	1	-11	53*
CCN1CCN(C(=O)c2ccccc2N(Cc2ccccc2)S(=O)(=O)c2ccc(OC)cc2)CC1	-4	-0.1	-2	-0.1	9	-1	1	6	3
Cn1c(=O)oc2cc(S(=O)(=O)NCCCN3CCCC3=O)ccc21	2	0.0	-6	-0.5	-2	7	3	1	1
COc1ccc(C(=O)NCc2ccccc2OC)c(OC)c1	8	-0.2	-7	2.4	3	0	3	-12	-7
Nc1ccccc1SCc1ccccc1	5	0.1	4	-0.2	3	-1	1	3	2
O=C1COc2ccc(C(=O)c3ccccc3C(=O)O)cc2N1	-4	0.2	1	1.6	10	-5	-2	14	1
Cc1nn(C)cc1S(=O)(=O)N1CCN(Cc2cccc(Cl)c2)CC1	5	0.0	-2	0.3	-7	-6	-5	13	-4
COc1ccc(-n2ncc3c(NCc4ccccn4)ncnc32)cc1	7	0.0	-1	-2.2	-2	3	-3	16	0
CCN1CCN(c2cc(C)c3cc(NC(=S)N4CCN(c5ccccc5F)CC4)ccc3n2)CC1	5	0.0	-1	2.3	-5	-3	6	-10	-4
CCOc1ccc(S(=O)(=O)Nc2ccc(Cl)cn2)c(C)c1C	19	0.0	-4	2.3	5	5	-2	-7	1
Fc1ccc(-n2nnc(-c3ccnc4ccccc34)n2)cc1	1	-0.1	2	1.6	7	1	9	4	-3
COc1cc([N+](=O)[O-])ccc1NC(=O)Oc1ccc(NC(C)=O)cc1	10	-0.2	0	-0.2	-11	-15	1	5	-3
CCOC(=O)N1CCC(NC(=O)c2cnn3c2NC(c2ccco2)CC3C(F)(F)F)CC1 (configuration not stated)	8	0.0	1	1.4	-10	-9	0	-9	4
CN(c1ccc(C(=O)O)cc1)S(=O)(=O)c1ccccc1	65*	-0.1	-8	0.5	3	-7	4	12	-6
Cn1c(=O)c2[nH]c(N3CCOCC3)nc2n(-c2ccccc2)c1=O	8	0.2	-3	3.0	2	4	0	4	-3
C=CCN(CC=C)C(=S)Nc1ccc2nsnc2c1	9	0.0	-1	1.8	-14	-3	-1	-34	-5
CC1CCN(CCCCOc2cccc(Br)c2)CC1	8	0.0	-4	3.4	0	-14	-3	-5	3
CCOC(=O)N1CCN(C(=O)c2cc3c(-c4ccc(Cl)cc4)nn(C)c3s2)CC1	-13	0.0	-1	0.8	8	-1	-1	-1	-4
O=C(O)C/C(=C\c1cc(Cl)c2c(c1)OCO2)c1nc2ccccc2s1	-5	0.1	4	4.5	4	37	-2	6	10
CCOc1ccc(N2C(=O)CS/C2=C(\C(Cl)=C(Cl)Cl)[N+](=O)[O-])cc1	1	-0.1	5	1.2	-4	7	4	-17	54*
COc1ccc(-c2cc(C(F)(F)F)nc(N)n2)cc1	-7	0.1	4	0.0	9	0	-3	10	0
CCN(CC)CCCNc1nc(SC)nc2sc3c(c12)CCN(C)C3	-2	-0.2	2	2.0	0	-2	-15	7	7
Further records.
SMILES	GASC-1 inh	Efflux pump mplx	PP1 counter	PP5 inh	procasp3 activ	HCV core dimer	CTSL1 counter	procasp7 counter	TPT1 inhibitor
O=C(N/N=C/c1ccccn1)c1ccc([N+](=O)[O-])cc1Cl	9	0.1	0	-0.6	-1	1	3	2	3
CCOC(=O)c1c(-n2c(C)cc(C=O)c2C)sc2c1CCCC2	2	0.2	0	1.2	10	3	2	-13	-2
Cc1onc(-c2ccccc2)c1-c1nc2cc(Cl)ccc2c(=O)o1	-3	-0.1	-2	1.0	0	5	-5	4	-4
CSc1ccc(/C=N/NC(=O)CNc2cccc3ccccc23)cc1	6	0.1	-1	4.0	8	3	5	-12	1
COc1ccc(NC(=O)N2CCC(CO)(CC3CCCCO3)CC2)c(OC)c1 (configuration not stated)	5	-0.1	-3	-1.4	4	-2	5	-19	-1
CCCOc1ccc(-c2nc(C#N)c(N3CCC(C(N)=O)CC3)o2)cc1	12	-0.5	2	3.7	0	-4	3	14	0
O=C(NCc1cccnc1)c1ccc(NC(=O)c2ccco2)cc1	-1	0.0	-4	-5.4	-6	-3	9	-11	-5
CCOC(=O)c1ccccc1NC(=O)COC(=O)C1CC(=O)N(c2ccc3c(c2)OCCO3)C1 (configuration not stated)	1	-0.1	-1	-2.0	4	-4	-18	-1	-2
CN(C)CCC(=O)c1ccc(F)cc1	2	0.0	-2	0.9	-2	0	9	0	-4
O=C(CCc1nnc(-c2ccc3c(c2)OCO3)o1)N(Cc1ccncc1)CC1CCCO1 (configuration not stated)	-10	-0.2	0	2.2	-5	-15	0	-10	-6
Cc1ccc(N(CC(=O)NC2CCCC2)C(=O)c2ccc(C)s2)cc1	1	0.0	-2	-1.3	8	1	-3	-1	-2
O=C1c2ccc(Cl)cc2S(=O)(=O)c2cccc(C(=O)N3CCN(c4ncc(Br)cn4)CC3)c21	-4	0.4	9	1.7	10	/	/	5	/
Cc1nc(CNS(=O)(=O)c2ccc(Br)cc2)cs1	6	-0.2	0	0.7	-4	9	3	14	-1
Cc1ccc(OCc2ccc(C(=O)NN)o2)cc1C	3	-0.1	-1	3.5	4	-3	-3	-6	-1
CC(C)C(C)NC(=O)CN1C(=O)NC2(CCCc3ccccc32)C1=O (configuration not stated)	-3	-0.2	-1	0.6	16	-13	1	-5	-14
O=C(C(c1ccccc1)c1ccccc1)N1CCN(Cc2ccc(Br)cc2)CC1	8	0.0	0	2.0	1	5	-2	2	-2
CC1CCCC(C)N1C(=O)COC(=O)c1cncc(Br)c1 (configuration not stated)	0	-0.2	/	/	-6	/	/	-7	/
O=C(c1ccco1)n1nc(-c2ccccc2)nc1SCc1ccccc1	11	-0.1	3	-2.3	3	-5	-1	-9	-2
COc1ccc(CC(=O)Nc2ccc(N3CCOCC3)cc2)cc1S(=O)(=O)N1CCOCC1	-6	0.3	-5	-2.3	2	-6	6	-2	0
COc1cc2ccccc2cc1C(=O)N1CCCCC1	39	-0.1	-3	-0.5	-2	3	5	8	-3
O=C(COc1ncnc2sccc12)NC1CCCc2ccccc21 (configuration not stated)	-2	0.1	0	0.8	6	8	2	7	9
Cc1cccc(NC(=O)c2ccccc2NC(=O)CCC(=O)O)c1	-24	-0.7	-2	-0.3	-6	2	3	-8	-1
CCCn1c(C)cc(C)c(C#N)c1=O	-2	0.2	5	1.9	-3	-4	-2	5	-2
COCCN(C(=O)CSc1ncn[nH]1)c1c(N)n(Cc2ccccc2)c(=O)[nH]c1=O	2	-0.1	-4	-3.2	9	-1	6	0	0
C#CCNC(=O)c1cc2sccc2n1C	-4	0.0	-7	-1.8	3	-2	-1	5	-1

Part of the list above, in markdown:
| structure | GASC-1 inh | Efflux pump mplx | PP1 counter | PP5 inh | procasp3 activ | HCV core dimer | CTSL1 counter | procasp7 counter | TPT1 inhibitor |
| --- | --- | --- | --- | --- | --- | --- | --- | --- | --- |
| COc1cc2ccccc2cc1C(=O)N1CCCCC1 | 39 | -0.1 | -3 | -0.5 | -2 | 3 | 5 | 8 | -3 |
| O=C(COc1ncnc2sccc12)NC1CCCc2ccccc21 (configuration not stated) | -2 | 0.1 | 0 | 0.8 | 6 | 8 | 2 | 7 | 9 |
| Cc1cccc(NC(=O)c2ccccc2NC(=O)CCC(=O)O)c1 | -24 | -0.7 | -2 | -0.3 | -6 | 2 | 3 | -8 | -1 |

Next section
SMILES	GASC-1 inh	Efflux pump mplx	PP1 counter	PP5 inh	procasp3 activ	HCV core dimer	CTSL1 counter	procasp7 counter	TPT1 inhibitor
Cc1cc(C)nc(SCc2ccc(Br)cc2)n1	172	0.1	0	1.2	-2	-10	-2	7	-1
Cc1ccc(C(=O)NCCSC(C)(C)C)cc1[N+](=O)[O-]	2	-0.2	-2	2.1	0	2	0	3	3
Cc1cc(OCC(=O)N2CCCC2)ccc1Cl	3	0.1	-4	1.6	-1	-2	-5	-4	1
O=C(C1CCCO1)N1CCN(C(=S)Nc2ccc(F)cc2)CC1 (configuration not stated)	12	2.5*	-2	-0.1	-8	-1	-4	1	0
N#CC(c1ccc(Cl)cc1)c1nc2ccccc2nc1C(F)(F)F (configuration not stated)	-1	0.2	0	4.1	4	4	2	-3	1
COc1ccc(/C=N/NC(=S)NC2CCS(=O)(=O)C2)cc1 (configuration not stated)	10	-0.1	1	0.5	4	-1	1	0	0
Cc1csc(N2CCCC2c2nc3cc(C(F)(F)F)ccc3n2CCOCCO)n1 (configuration not stated)	5	0.1	-5	-0.4	-4	-7	-3	3	2
O=C(CSc1nnc(-c2cccc(Cl)c2)o1)Nc1ccc2c(c1)OCCO2	-11	0.1	-1	-0.6	7	4	2	-2	-4
O=C1OCc2ccc(NC(=O)c3ccccc3C(=O)O)cc21	-7	-0.1	-3	-0.9	6	-5	-3	-7	4
O=C(Nc1nc2ccc(F)cc2s1)C1=NN(c2ccccc2)C(=O)CC1	-13	0.1	3	1.9	8	26	4	-7	7
CCCc1cc(C(=O)N2CCN(C(c3ccccc3)c3ccccc3)CC2)no1	10	0.4	0	5.4	6	9	1	4	-1
Cc1c(NC(=O)CSc2nc(N)cc(N)n2)c(=O)n(-c2ccccc2)n1C	6	0.0	-2	2.2	1	/	/	2	/
COc1cccc(-c2nc(CS(=O)(=O)c3ccccc3)no2)c1	6	-0.1	-3	1.7	2	-5	-2	10	-6
C=CCOc1cccc(CNCCCN2CCOCC2)c1	6	0.0	-4	-1.4	2	0	3	6	-4
Cc1ccccc1N(CC(=O)Nc1ccc(S(=O)(=O)N2CCOCC2)cc1)S(C)(=O)=O	7	-0.2	-3	-1.3	-6	3	-2	7	-2
Cc1ccc(-c2csc(NC(=S)NC(=O)c3cc4ccccc4o3)n2)cc1	26	0.1	-2	0.7	-1	1	-5	7	2
CCN1CCCC1CNC(=O)Cn1nc(C)n2nc(-c3ccccc3)cc2c1=O (configuration not stated)	-3	0.3	-2	-2.2	10	-3	0	-5	-5
O=c1c2cc(Br)ccc2nc(-c2ccc([N+](=O)[O-])cc2)n1O	7	0.2	-1	-0.2	-1	3	-2	5	-3
O=C(COC(=O)c1cc([N+](=O)[O-])ccc1N1CCOCC1)NCc1ccc(F)cc1	10	0.4	-3	5.1	-5	-2	-6	-13	0
COc1ccc(S(=O)(=O)N2CCN(CC(O)CN3CCOCC3)CC2)cc1 (configuration not stated)	5	0.1	-1	-0.8	-4	/	/	14	/

Compounds were not picked by outcome (roughly 2.9% active in at least one column).
